M. tuberculosis: growth inhibition of non-replicating M. tuberculosis (AID 488890); Mycobacterium tuberculosis non-replicating, growth inhibition; higher % means a stronger effect; 320,000 tested, 0.39% active; one-dose inhibition, % at 25 µM; IC50 in µM for titrated hits; in the data active = a potency from the dose series; inconclusive = inhibition mostly from about 82% at the one dose, without a potency; inactive = the rest, 99 in 100 with inhibition below about 76%;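 note: plate controls were DMSO cells for no effect and high antibiotic wells for full effect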
Salmonella PhoP GFP: PhoP regulon inhibitors, Salmonella typhi PhoP promoter GFP reporter, confirmatory (AID 1850). 310,000 tested, 0.33% active. Salmonella Typhi PhoP-promoter GFP reporter, fluorescence, 4 h; higher % means a stronger effect. inhibition, % at 50 µM, or IC50 in µM where a hit was titrated; in the data active = a potency from the dose series; inconclusive = inhibition mostly from about 25% at the one dose, without a potency; inactive = the rest, 99 in 100 with inhibition below about 19%;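 note: 0% = induced wells with vehicle and 100% = uninduced wells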
M. tuberculosis HTS: M. tuberculosis growth inhibition, HTS (AID 449762) | M. tuberculosis H37Rv growth inhibition, 7H9 media; higher % means a stronger effect | 330,000 tested, 0.59% active | one-dose inhibition, % at 25 µM; IC50 in µM for titrated hits; in the data active = a potency from the dose series; inconclusive = inhibition above about 70% without an active follow-up result;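 note: bacterial growth assessed after seven days of incubation; strong numbers were not always called active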
H1N1 NS1A inhibition: H1N1 influenza NS1A inhibitors, functional cell based assay (AID 504329); NS1A functional cell-based assay, percent inhibition; higher % means a stronger effect; one-dose inhibition, % at 12.5 µM; IC50 in µM for titrated hits; 340,000 tested, 0.3% active; in the data active = a potency from the dose series; inconclusive = inhibition above about 27% without an active follow-up result; note: strong numbers were not always called active
VEEV TC-83 Vero: inhibitors of VEEV TC-83 cytopathic effect, confirmation, Vero cells (AID 588727). Vero cells, VEEV TC-83 cytopathic effect inhibition; higher % means a stronger effect. inhibition, % at 20 µM, or IC50 in µM where a hit was titrated. 350,000 tested, 0.13% active; in the data active = a potency from the dose series; inconclusive = inhibition mostly from about 14% at the one dose, without a potency; inactive = the rest, 99 in 100 with inhibition below about 12%; note: strong numbers were not always called active
VEEV TC-83 Vero 10K pilot screen: also measured in VEEV TC-83 Vero; calls as there; inhibition, %; measured here: 10K pilot screen inhibition
Active calls of the source: *; i = inactive; ? = inconclusive; · = no result given. This is a random part of the collection (roughly 1.5% active in at least one column).

SMILES | M. tuberculosis | Salmonella PhoP GFP | M. tuberculosis HTS | H1N1 NS1A inhibition | VEEV TC-83 Vero | others
O=C(Nc1ccnn1C1CCN(Cc2ccc(F)cc2)CC1)C1CC1 | · | · | · | -4% | 0.0%
Cc1cc(Nc2ccccc2)nc(N2CCOCC2)n1 | -8% | 5% | -13% | 2% | 1.0%
O=[N+]([O-])c1cccc(/C=C/c2ccncc2)c1 | 34% | 1% | 10% | -14% | i
CCOP(=O)(OCC)C(NC(=O)/C=C/c1ccc(OC)cc1)c1ccccc1 (centres undefined) | 13% | -17% | 9% | 1% | 0.8%
CCN(C(=O)COC(=O)c1cccc(S(=O)(=O)N(CC)CC)c1)C1CCS(=O)(=O)C1 (centres undefined) | 8% | 5% | 5% | -1% | 3.4%
COc1ccc(S(=O)(=O)Nc2cccc(F)c2)cc1C | 16% | -11% | 4% | -1% | 0.4%
CN1CCN(c2cc(-c3cc(O)c4ncccc4c3)ccn2)CC1 | ? | · | 28% | 9.8µM* | 9.4%
CC(=O)Nc1ccc(S(=O)(=O)N2CCC(C(=O)Nc3nccs3)CC2)cc1 | 11% | 4% | -5% | -2% | 1.2%
CC(C)COc1ccc(/C(=N/O)c2ccccc2)cc1 | 25% | 18% | 2% | 10% | 0.9%
O=C(COC(=O)c1cc(-c2ccccn2)nc2ccccc12)Nc1ncc(C(F)(F)F)cc1Cl | 9% | -4% | 8% | -4% | 0.1%
COc1ccc2c(c1)[nH]c1c(=O)n(CCN3CCOCC3)cnc12 | -6% | 3% | -5% | 14% | 2.2%
N#C/C(=C(/O)c1ccco1)c1nc2ccccc2[nH]1 | 8% | 0% | ? | -1% | 7.1%
CCN(C(=O)/C=C/c1cc(OC)c(OC)c(OC)c1)C1CCCCC1 | 71% | -1% | 6% | -2% | i
Cc1cccc(C)c1OCc1cc(C(=O)N(C)Cc2nc3ccccc3[nH]2)no1 | 42% | 15% | 11% | 5% | 2.9%
COc1ccc(/C=C(\C#N)C(=O)OCC(=O)NC(C)c2ccccc2)cc1 (centres undefined) | -19% | 0% | -6% | 5% | i
O=C(/C=C/c1ccc(Cl)cc1)Nc1ccccc1N1CCOCC1 | -8% | -5% | 4% | -1% | 1.6%
Cc1ccc(/C=C/c2nc3ccccc3c(=O)[nH]2)cc1 | -6% | -1% | 0% | -6% | 0.6%
COc1ccccc1NC(=O)CS(=O)(=O)c1cccc2nsnc12 | 19% | 0% | 4% | 2% | 1.8%
CC(NC(=O)c1ccccc1)C(=O)OCC(=O)Nc1cccc(S(=O)(=O)N2CCCC2)c1 (centres undefined) | · | · | · | -3% | 0.9%
Clc1ccc(Oc2nc3ccccc3n3cccc23)cc1 | 3% | -30% | 3% | -13% | 0.5%

Retrieved by compound from the entries so far, 2 records:
SMILES | M. tuberculosis | Salmonella PhoP GFP | M. tuberculosis HTS | H1N1 NS1A inhibition | VEEV TC-83 Vero | others
Clc1ccc(Oc2nc3ccccc3n3cccc23)cc1 | 3% | -30% | 3% | -13% | 0.5%
Cc1cc(Nc2ccccc2)nc(N2CCOCC2)n1 | -8% | 5% | -13% | 2% | 1.0%

Further entries:
SMILES | M. tuberculosis | Salmonella PhoP GFP | M. tuberculosis HTS | H1N1 NS1A inhibition | VEEV TC-83 Vero | others
COc1ccc(-c2cc(C(=O)OCC(=O)NC3CC3)c3ccccc3n2)cc1OC | 10% | · | 2% | -8% | 4.6%
CCCN(C(=O)CSc1ncnc2sccc12)c1c(N)n(Cc2ccccc2)c(=O)[nH]c1=O | 1% | · | -1% | -25% | 3.1%
Cc1c(NC(=O)CSc2nc(N)cc(N)n2)c(=O)n(-c2ccccc2)n1C | 5% | · | -2% | -3% | 1.6%
Cc1cc(/C=N\NC(=O)COc2cccc3cccnc23)c(C)n1-c1ccccc1 | 26% | 0% | -13% | 10% | 7.4%
Cc1ccc(S(=O)(=O)CNC(=S)c2cccc(C)c2)cc1 | 63% | 7% | 1% | -9% | 0.2%
CCN(CC)CCCC(C)NC(=O)c1ccc(C(F)(F)F)cc1 (centres undefined) | 16% | -6% | -8% | 10% | 0.0%
O=C(CSCc1c(Cl)cccc1Cl)NCc1ccccn1 | 17% | 5% | -3% | 3% | ?
Cc1ccc(-c2nnc(N3CCN(C(=O)CSc4ncn[nH]4)CC3)c3ccccc23)cc1 | 17% | 8% | -8% | 7% | 8.9%
CCN1CCCC1CNCc1ccc(OCc2ccc(Cl)nc2)c(OC)c1 (centres undefined) | 6% | 3% | -8% | -19% | 1.8%
COc1ccccc1C(=O)Nn1cnnc1 | -4% | 2% | 1% | -78% | i
COc1ccccc1-c1cccc([C@@H]2C[C@H]3[C@H](CON3C)CN2C(C)=O)c1 | · | · | · | 3% | i
CSC1=C(C#N)C(c2ccccc2)C(C(C)=O)=C(C)N1 (centres undefined) | 21% | -3% | 1% | 6% | i
O=C(CSc1ccc2ccccc2n1)c1ccccc1 | 60% | -4% | -13% | -14% | 0.5%
CC1NC(=O)NC1CCCCCC(=O)Nc1ccc(F)c(Cl)c1 (centres undefined) | 19% | -2% | -6% | 1.2µM* | 1.0%
c1csc(-c2nnc(Cc3cccc4ccccc34)o2)c1 | ? | 6% | -5% | -1% | 0.2%
Cc1ccc(NC(=O)c2ccc(Br)o2)cc1S(=O)(=O)N(C)C | 15% | 2% | 5% | 7% | 9.4%
COC(=O)c1sccc1NC(=O)Nc1ccc(OC)c(OC)c1 | -2% | -7% | 2% | 0% | 3.5%
CC(=O)c1c(C)n([O-])c2ccccc2[n+]1=O | ? | 17% | ? | -4% | 2.1% | VEEV TC-83 Vero 10K pilot screen=1.1
COc1ccc(C(=O)N2CCC2)cc1S(=O)(=O)NCc1ccc(Cl)cc1 | 3% | · | 8% | 0% | 2.9%
CCCn1c(N)c(C(=O)COC(=O)COc2ccc(Cl)c(C)c2)c(=O)n(C)c1=O | · | · | · | -3% | 4.7%
Cc1ccc(N(CC(O)COCc2ccco2)S(=O)(=O)c2ccc(C)cc2)cc1 (centres undefined) | 29% | 10% | -7% | 1% | 0.5%
CN(C)C(CNC(=O)c1ccc(-c2ccccc2)cc1)c1ccccc1 (centres undefined) | 3% | -1% | 9% | 8% | 1.7%
COc1ccc(-c2cc(CS(=O)(=O)c3ccccc3)on2)cc1 | 26% | -7% | -2% | -6% | 0.5%
O=C(O)c1ccc(/C=N/N2CCN(Cc3cccc4ccccc34)CC2)cc1 | 14% | 0% | 30% | 7% | i
CCCn1nc([N+](=O)[O-])c(C(C#N)c2nc3ccccc3o2)c(Cl)c1=O (centres undefined) | ? | -10% | 1% | 18% | 7.9%
O=[N+]([O-])c1ccc2c(c1)C(O)n1nc(-c3ccc(Cl)cc3Cl)nc1S2 (centres undefined) | -12% | 4% | -2% | -14% | 2.5%
COc1ccc(Cn2c(CO)cnc2SCC(=O)Nc2cc(C)on2)cc1 | 9% | 1% | -1% | -1% | 1.0%
COc1ccccc1N1C(=O)c2ccccc2NC1c1cc(OC)c(OC)c(OC)c1 (centres undefined) | 12% | 3% | 8% | 24% | 0.9%
Cc1ccccc1OCc1nnc(SCC(=O)Nc2ccc3nc(SCC(=O)NC(C)(C)C)sc3c2)n1C | -3% | -3% | 3% | -2% | 7.9%
Cc1ccc(S(=O)(=O)Nc2cccc(-n3cnnn3)c2)cc1C | 8% | -6% | -2% | 9% | 1.5%
CCN1CCCC1CNc1ncnc2c1[nH]c1ccc(F)cc12 (centres undefined) | 8% | -10% | -2% | 7% | i
O=C(COC(=O)Cn1cnc2ccccc21)NCCC1=CCCCC1 | -9% | -6% | -9% | -10% | 1.8%
CC(C)CNC(=O)COc1ccc2c3c(c(=O)oc2c1)CCC3 | -15% | 15% | -2% | -5% | 0.3%
CCNc1c(NS(=O)(=O)c2ccc(Br)s2)c(=O)oc2ccccc12 | -6% | -6% | 1% | 8% | 3.3%
CN(CCC(=O)Nc1ccc2c(c1)OCO2)Cc1ccccc1 | 9% | -13% | -2% | 10% | i
CN(CC(=O)Nc1ccc(Cl)cc1)C(=O)Cc1c(F)cccc1Cl | -2% | -6% | 2% | -11% | 1.0%
CCCCOc1ccc(/C=C/C(=O)NCCc2nc3ccccc3[nH]2)cc1 | 19% | 8% | 9% | 4% | i
CC(c1nccs1)N(C)C(=O)CCc1nnc(CCc2ccccc2)o1 (centres undefined) | -14% | 3% | -10% | -12% | i
Cc1nnc(SCCN2CCOCC2)c2nn(-c3ccccc3F)c(C)c12 | · | · | · | -9% | 0.2%
CCOc1ccccc1NC(=O)NC1CCN(CC(=O)Nc2ccc3c(c2)OCCO3)CC1 | -18% | 13% | -8% | 7% | i
Cc1cc(F)ccc1NS(=O)(=O)c1cccc2nsnc12 | -6% | 0% | 2% | -7% | 2.4%
c1ccc(CCc2ccc3n2Cc2cnnn2-c2ccccc2-3)cc1 | · | · | · | -11% | 1.5%
C[C@H](NC(=O)c1ccccc1Cl)C(=O)Nc1ccccc1F | -15% | 1% | -2% | -3% | 0.1%
O=C(COc1ccc(Cl)cc1)NCCCNC(=O)c1cnccn1 | -12% | 0% | -12% | -9% | 0.9%
COCCCNC(=O)CSC1=Nc2ccccc2C2=NC(Cc3c[nH]c4ccccc34)C(=O)N12 (centres undefined) | 5% | 3% | -4% | 11% | 4.1%
Cc1ccc(C)c(CN2C(=O)C3CCCN3c3ccc(S(=O)(=O)N4CCOCC4)cc32)c1 (centres undefined) | 22% | 2% | -9% | · | ·
CCN1/C(=C2\C(=O)N(C)C(=S)N2c2ccccc2)C=Cc2ccccc21 | 12% | 8% | -1% | 7% | i
COc1ccc2oc3c(c2c1)NC(=O)CN=C3c1ccccc1 | 6% | 5% | 4% | -3% | 2.5%
Cc1ccc(C2c3c(oc4ccccc4c3=O)C(=O)N2CCCN2CCOCC2)o1 (centres undefined) | 11% | -7% | 0% | -2% | 1.7%
Cc1ccc(S(=O)(=O)N(CC(=O)N/N=C/c2ccco2)Cc2ccccc2)cc1 | 34% | -11% | -14% | -34% | 1.7%
C[C@]1(CO)CCC[C@@]2(C)C1CC[C@@H](CO)[C@@H]2CCc1ccoc1 (some centres undefined) | 12% | -7% | -1% | -18% | 2.1%
O=C(c1cccnc1)N1CCC(Oc2ccc(C(=O)N3CCCCO3)cc2)CC1 | -29% | -2% | -1% | 3% | i
Cc1nc(SCc2nc3ccc([N+](=O)[O-])cc3[nH]2)c2oc3ccccc3c2n1 | 45% | · | 1% | 13% | i
O=C(NCCC1CCCCN1S(=O)(=O)c1ccc(F)cc1)C(=O)NCCN1CCOCC1 (centres undefined) | 21% | -1% | 4% | -13% | 1.1%
CC(=O)N1CCN2C(=O)C1CCCC(=O)c1cc(C3CCCCC3)ccc12 (centres undefined) | 3% | 2% | -8% | 0% | 0.5%
COc1ccc(C(=O)C2CCCN(Cc3cc(Cl)ccc3O)C2)c(OC)c1 (centres undefined) | 41% | -3% | 62% | -4% | i
O=C(C1CCC(=O)N(C2CC2)C1)N1CCC(Oc2cccc(F)c2)CC1 (centres undefined) | -2% | -8% | 5% | 4% | i
O=C(NCc1ccccc1)C(Cc1ccccc1)N1C(=O)C2C3CCC(C3)C2C1=O (centres undefined) | 9% | -1% | 50% | -5% | i | VEEV TC-83 Vero 10K pilot screen=1.3
COc1ccc(-c2nnc(SCC(=O)Nc3ccc(C)cc3)n2C)cc1 | 30% | -15% | -8% | -4% | 0.9%
Cc1ccc(NS(=O)(=O)c2ccc(-c3ccc(=O)[nH]n3)o2)cc1Cl | 0% | -5% | -7% | 0% | 5.0%
COc1cc(Cl)ccc1OCc1cc(C(=O)N(C)Cc2nnc(C)o2)no1 | 5% | 0% | 9% | -5% | 3.7%
Cc1ccc(OCc2ccc(C(=O)NN)o2)cc1C | 13% | 6% | -9% | -8% | 6.7%

Sorted by molecular weight (ascending): some entries from above
SMILES | M. tuberculosis | Salmonella PhoP GFP | M. tuberculosis HTS | H1N1 NS1A inhibition | VEEV TC-83 Vero | others
Cc1cc(Nc2ccccc2)nc(N2CCOCC2)n1 | -8% | 5% | -13% | 2% | 1.0%
C[C@]1(CO)CCC[C@@]2(C)C1CC[C@@H](CO)[C@@H]2CCc1ccoc1 (some centres undefined) | 12% | -7% | -1% | -18% | 2.1%
O=C(CSCc1c(Cl)cccc1Cl)NCc1ccccn1 | 17% | 5% | -3% | 3% | ?
O=C(COc1ccc(Cl)cc1)NCCCNC(=O)c1cnccn1 | -12% | 0% | -12% | -9% | 0.9%
CCCn1nc([N+](=O)[O-])c(C(C#N)c2nc3ccccc3o2)c(Cl)c1=O (centres undefined) | ? | -10% | 1% | 18% | 7.9%
O=C(NCCC1CCCCN1S(=O)(=O)c1ccc(F)cc1)C(=O)NCCN1CCOCC1 (centres undefined) | 21% | -1% | 4% | -13% | 1.1%
